Bim-Bcl-W – inhibitors of Bim binding to Bcl-W, primary screen, biochemical, multiplexed, bead-based flow cytometry | Bcl-2-like protein 2 (Homo sapiens), Q92843 | Bim peptide-Bcl-W binding | inhibition, % at 10 µM | 190,000 compounds, 0.02% hits | AID 952, 2007;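 further: 0% = bound tracer without compound and 100% = peptide blocker; higher means less fluorescent Bim peptide bound to Bcl-W beads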
Target sequence (Q92843 whole entry, looked up): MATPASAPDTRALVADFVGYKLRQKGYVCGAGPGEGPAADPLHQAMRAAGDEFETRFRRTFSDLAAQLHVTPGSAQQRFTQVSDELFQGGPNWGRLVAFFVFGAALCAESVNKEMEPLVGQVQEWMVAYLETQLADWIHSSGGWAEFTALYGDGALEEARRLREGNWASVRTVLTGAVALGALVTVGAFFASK
ABCG2 inh – ABCG2 efflux pump inhibitors, primary screen, multiplex with ABCB1, IgMXP3 cells, flow cytometry. Broad substrate specificity ATP-binding cassette transporter ABCG2 (Homo sapiens), Q9UNQ0. JC-1 efflux. inhibition, % at 6.6 µM. 190,000 compounds, 0.1% hits. AID 1325, 2008;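 active means inhibition above 80%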;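 further: 0% = DMSO and 100% = nicardipine control wells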
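System: two drug-resistant human cell lines, ABCG2 and ABCB1; controls: nicardipine high and DMSO low controls; times: 10 min exposure at 25 °C with rotation, no wash; detection: flow cytometry of retained JC-1 fluorescence; read-out basis: percent efflux inhibition, scaled nicardipine 100% to DMSO 0%; doses: one concentration, 6.6 µM final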
Avidin bead fluor – green autofluorescence of compounds with avidin beads – biophysical, 488/530 nm, flow cytometry, artefact control, profiling panel. compound fluorescence 488/530 nm; hits give high values. AID 1775, 2009. 220,000 compounds, 0.38% hits. fluorescence (KMESF) at 10 µM; in the data active means fluorescence above about 47; further: inactives centre near 10
RGS7-Gao reg – RGS7-Galphao binding modulators, primary screen, biochemical, multiplexed bead flow cytometry. Guanine nucleotide-binding protein G(o) subunit alpha (Homo sapiens), P09471. actives lie on both sides. binding response (% of control), % at 10 µM. 220,000 compounds, 0.35% hits; in the data active means binding response below about 49% or above about 150%; inconclusive means no clear call, values can overlap the other calls; inactive means in between;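 further: fluorescent Galphao held in activated GDP-AlF4 state binding bead-coupled RGS7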
Bim-Bcl-B – inhibitors of Bim-Bcl-B binding, primary screen, biochemical, multiplexed, human Bcl-2 family; bead-based flow cytometry, Bim peptide-Bcl-B binding; inhibition, % at 10 µM; 190,000 compounds, 0.073% hits;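 further: 0% = tracer peptide without compound and 100% = reference inhibitor peptide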
Target sequence (Q9HD36 whole entry, looked up): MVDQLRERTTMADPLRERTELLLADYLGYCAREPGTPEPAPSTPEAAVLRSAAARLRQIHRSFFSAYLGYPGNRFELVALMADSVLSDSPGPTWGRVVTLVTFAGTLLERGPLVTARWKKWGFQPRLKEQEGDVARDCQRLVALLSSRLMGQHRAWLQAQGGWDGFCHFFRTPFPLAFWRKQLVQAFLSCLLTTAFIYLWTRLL
RGS4-Gao reg – modulators of RGS4 binding to Galphao, primary screen, biochemical, multiplexed bead flow cytometry; 220,000 compounds, 0.33% hits; actives lie on both sides; binding response (% of control), % at 10 µM; in the data active means binding response below about 49% or above about 150%; inactive means in between;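 further: fluorescent Galphao activated with aluminum fluoride binding bead-coupled RGS4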
Bfl-1 Bim block – inhibitors of Bim binding to Bfl-1, primary screen, biochemical, multiplexed, bead-based flow cytometry. Bcl-2-related protein A1 (Homo sapiens), Q16548. Bim-Bfl-1 binding inhibition. inhibition, % at 10 µM. 190,000 compounds, 0.12% hits. AID 1008, 2008;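 further: 0% = wells without compound plus tracer and 100% = blocker peptide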
Bcl-2 Bim block – inhibitors of Bim-Bcl-2 binding, primary screen, biochemical, multiplexed, human Bcl-2 family | inhibition, % at 10 µM | Bead-based flow cytometry, Bim peptide-Bcl-2 binding | 190,000 compounds, 0.06% hits; in the data active means inhibition above about 40%; inconclusive means no clear call, values can overlap the other calls;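 further: 0% = no compound wells with probe peptide and 100% = reference peptide inhibitor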
Target sequence (P10415 whole entry, looked up): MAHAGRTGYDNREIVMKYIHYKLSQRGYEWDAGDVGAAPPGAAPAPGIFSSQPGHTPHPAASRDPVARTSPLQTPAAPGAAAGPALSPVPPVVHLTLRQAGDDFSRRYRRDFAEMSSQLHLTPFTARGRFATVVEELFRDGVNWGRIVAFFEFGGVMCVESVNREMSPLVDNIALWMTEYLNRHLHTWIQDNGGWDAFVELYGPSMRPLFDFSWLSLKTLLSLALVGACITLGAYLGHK
GSH bead fluor – compound fluorescence on glutathione beads, profiling panel, artefact control, biophysical, 488/530 nm, flow cytometry | GSH beads flow cytometry, compound fluorescence 488/530 nm; hits give high values | fluorescence (KMESF) at 10 µM | 190,000 compounds, 0.25% hits; in the data active means fluorescence above about 89;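 further: glutathione beads carrying GST-tagged Bcl family fusion proteins plus one bare bead set; values are compound well signal with DMSO vehicle wells as background; inactives centre near 16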
Bcl-XL Bim block – inhibitors of Bim-Bcl-XL binding, primary screen, biochemical, multiplexed, bead flow cytometry, human Bcl-XL; Bim peptide-Bcl-XL binding, fluorescence; inhibition, % at 10 µM; 190,000 compounds, 0.04% hits
Target sequence (Q07817 whole entry, looked up): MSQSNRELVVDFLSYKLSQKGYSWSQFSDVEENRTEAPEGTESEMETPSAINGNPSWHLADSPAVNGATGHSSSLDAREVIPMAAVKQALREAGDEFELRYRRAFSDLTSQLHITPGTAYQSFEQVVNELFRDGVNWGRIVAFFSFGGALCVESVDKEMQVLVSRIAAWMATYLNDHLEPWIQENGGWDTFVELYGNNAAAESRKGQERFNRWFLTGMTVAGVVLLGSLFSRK
ABCB1 block – ABCB1 efflux pump inhibitors, primary screen, cell-based, multiplex, flow cytometry, ABCG2 counter-screen; CCRF-Adr cells, JC-1 efflux; ATP-dependent translocase ABCB1 (Homo sapiens), P08183; 190,000 compounds, 0.067% hits; inhibition, % at 6.6 µM; AID 1326, 2008; in the data active means inhibition above about 40%;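 further: 0% = vehicle and 100% = reference inhibitor; higher value means more JC-1 retained so stronger ABCB1 efflux block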
An asterisk follows results filed as active; ? = inconclusive. Unless noted, no stated cut-off is given here; in the data, active means inhibition above about 40%.

SMILES	Bim-Bcl-W	ABCG2 inh	Avidin bead fluor	RGS7-Gao reg	Bim-Bcl-B	RGS4-Gao reg	Bfl-1 Bim block	Bcl-2 Bim block	GSH bead fluor	Bcl-XL Bim block	ABCB1 block
COc1ccc(-c2ocnc2C(=O)N2CCN(C(c3ccccc3)c3ccccc3)CC2)cc1	-4.0	-0.1	11	104.2	-5.0	101.9	-3.0	-1.0	13	0.0	-0.1
CSc1nc(-c2ccccc2)nc(NC(=O)C(C)C)c1C(C)=O	-12.0	3.8	19	100.0	-5.0	96.2	2.0	-4.0	9	-17.0	0.3
CSc1ccc(/C=C/C(=O)c2ccc(NC(=O)Cc3ccccc3)cc2)cc1	-2.0	-1.7	16	98.8	-5.0	100.2	0.0	-1.0	29	-1.0	-0.6
Cc1cc(C)c(NC(=O)Cn2cc3c(n2)CCCC3)c(C)c1	-5.0	4.9	26	101.2	-9.0	102.3	-12.0	-10.0	15	-13.0	0.9
COc1ccc(NS(=O)(=O)c2cccc(-c3n[nH]c(=S)n3Cc3ccccc3)c2)cc1	-4.0	-1.1	25	100.4	-18.0	104.7	0.0	-1.0	17	-6.0	-0.5
CC(=O)C1=C(C)NC(SCC(=O)Nc2nc3ccccc3s2)=C(C#N)C1c1ccc(Cl)cc1 (stereo not given)	-5.0	0.1	20	103.5	-11.0	104.4	-1.0	-5.0	14	-8.0	0.0
CCOCC(=O)Nc1cc(Cl)ccc1C	0.0	1.2	8	95.2	-4.0	98.1	-5.0	-2.0	8	-1.0	-0.2
CS(=O)(=O)N(CC(=O)Nc1ccccc1-c1ccccc1)c1ccc(F)cc1	-2.0	18.7	11	102.3	-1.0	96.2	-3.0	-3.0	10	-5.0	1.2
CC1=C(C(=O)N2CCCC(C(=O)c3cccc4ccccc34)C2)OCCO1 (stereo not given)	-1.0	9.4	3	98.3	-5.0	99.5	-5.0	-4.0	11	-4.0	3.0
Cc1ccccc1C(=O)NC(CC(C)C)C(=O)NN1C(=O)c2ccccc2C1=O (stereo not given)	1.0	21.3	9	99.5	-1.0	100.0	-6.0	-2.0	14	-3.0	3.3
CCOC(=O)CSc1nnc(-c2cccnc2)n1Cc1ccccc1	0.0	6.8	27	102.2	-4.0	103.5	-5.0	-3.0	29	-2.0	0.7
Cc1ccc2oc(=O)n(CCOc3ccccc3)c2c1	-2.0	6.3	11	96.8	-4.0	101.2	-8.0	0.0	12	-2.0	0.2
c1ccc(-c2nn3c(Cn4nnc5ccccc54)nnc3s2)nc1	10.0	2.0	4	111.8	-16.0	88.9	14.0	-1.0	15	0.0	0.4
COCCNC(=O)C(c1ccccc1)N(CCOC)C(=O)Cn1nnc2ccccc21 (stereo not given)	-7.0	-6.7	39	100.5	-11.0	102.4	-20.0	-16.0	28	-9.0	-0.5
O=C(Nc1ccccn1)NC(C(F)(F)F)C(F)(F)F	1.0	6.4	7	98.9	-2.0	100.4	-3.0	2.0	22	-1.0	0.0
COCCN1CN=C(Nc2nc3ccccc3o2)NC1	0.0	4.5	10	100.1	0.0	106.6	-2.0	-6.0	16	0.0	0.2
Cc1ccc(C(c2ccc(C)o2)c2cccc([N+](=O)[O-])c2O)o1	0.0	0.3	9	95.9	-1.0	100.3	8.0	0.0	16	0.0	0.2
Cc1ccc(S(=O)(=O)N(C)Cc2ccc(C(=O)N/N=C/c3ccc(OC(F)F)cc3OC(F)F)cc2)cc1	1.0	-15.7	12	102.0	1.0	101.4	-1.0	-1.0	22	-1.0	-1.0
Cc1ccc(S(=O)(=O)NCc2nc3ccccc3c(=O)n2N)cc1	0.0	0.8	14	99.0	-5.0	99.8	-8.0	-5.0	36	4.0	0.4
CCN(CC)c1nc2ccccc2n2cnnc12	1.0	5.2	19	102.1	1.0	101.0	0.0	0.0	6	1.0	0.1
CC(=O)Nc1ccc(OS(=O)(=O)c2ccc(C(C)(C)C)cc2)cc1	3.0	1.0	10	102.2	-2.0	102.3	-2.0	-4.0	14	-1.0	-0.1
COc1cc(/C=N/NC(=O)CCc2ccccc2)ccc1O	-1.0	-0.2	22	97.2	-2.0	99.8	3.0	0.0	28	0.0	0.0
CNC(=O)/C(C#N)=C/c1ccc(-c2ccc(OC)cc2[N+](=O)[O-])o1	1.0	3.6	13	94.7	-8.0	97.0	-12.0	-7.0	25	-3.0	0.5
CCCSC1=C(C#N)C(c2ccccc2OCC)CC(=O)N1 (stereo not given)	0.0	4.5	10	97.5	-7.0	101.9	-11.0	-10.0	15	-2.0	1.1
O=c1cc(-c2ccccc2)[nH]c2nc3ccccc3n12	0.0	1.2	4	100.7	-4.0	91.7	-2.0	-3.0	15	1.0	0.8
(cont.)
SMILES	Bim-Bcl-W	ABCG2 inh	Avidin bead fluor	RGS7-Gao reg	Bim-Bcl-B	RGS4-Gao reg	Bfl-1 Bim block	Bcl-2 Bim block	GSH bead fluor	Bcl-XL Bim block	ABCB1 block
Cc1ccn2cc(CSc3ccccc3)nc2c1	0.0	4.9	4	105.0	-7.0	108.4	-5.0	-1.0	17	-5.0	1.6
Cc1cc(C)n(C(=O)c2cccc(S(=O)(=O)N3CCOCC3)c2)n1	-2.0	0.8	34	101.7	1.0	101.2	0.0	-1.0	10	0.0	0.2
CCCCNC(=O)C1C2C=CC3(CN(Cc4ccc(C)cc4)C(=O)C13)O2 (stereo not given)	0.0	0.8	11	100.2	-10.0	103.4	-11.0	-12.0	14	-5.0	0.4
Cc1ccc(-n2c(-c3ccccc3)c[n+]3c2CCC3)cc1	0.0	-1.1	21	100.4	-2.0	102.9	-2.0	0.0	13	-1.0	-0.3
O=C(CN1CCC(C(O)(c2ccccc2)c2ccccc2)CC1)Nc1ccccc1	-1.0	-1.1	9	96.6	-1.0	98.2	0.0	-2.0	15	1.0	0.4
Cc1cc(C)c2nc(SCC(=O)NC(=O)c3cccn3C)cc(C)c2c1	0.0	0.8	8	103.3	-7.0	99.1	9.0	0.0	22	0.0	-0.4
COc1ccc(C(=O)NC(C)c2cc(OC)c(OC)cc2Br)cc1 (stereo not given)	0.0	0.3	7	107.6	0.0	105.8	0.0	0.0	22	1.0	-0.1
COc1ccc(N2CCN(C(=O)c3ccc4c(c3)OCO4)CC2)cc1	-5.0	2.5	6	101.1	-3.0	97.5	2.0	-1.0	27	-4.0	0.1
Cc1ccc(C(=O)O)cc1-c1ccc(/C=C2\SC(=O)N(CC(=O)Nc3ccccc3)C2=O)o1	4.0	3.8	9	?	1.0	95.9	6.0	6.0	13	-2.0	1.2
CCCNC(=O)Cn1c(=O)/c(=C\c2ccc(-c3cccc([N+](=O)[O-])c3)o2)s/c1=C\C(=O)C(C)(C)C	10.0	-9.1	11	98.9	-2.0	98.3	8.0	3.0	9	7.0	-0.5
O=C(c1ccccc1)c1nc2ccccc2n(CCCn2c(=O)c(C(=O)c3ccccc3)nc3ccccc32)c1=O	0.0	2.1	37	100.7	-2.0	101.8	-1.0	-1.0	26	0.0	0.3
CCC(=O)NNC(=O)CCC(=O)Nc1ccc(C)cc1C	0.0	8.5	12	?	-2.0	97.7	-3.0	-1.0	12	1.0	1.5
Cc1cc(NC(=O)COC(=O)C2CCN(S(=O)(=O)c3ccc(Cl)cc3)CC2)no1	2.0	0.1	5	96.8	-5.0	100.3	-9.0	-3.0	15	-4.0	0.0
COCCOC1CCN(Cc2cn(Cc3ccccc3)nc2-c2cc3ccccc3o2)CC1	0.0	1.4	10	102.8	-3.0	102.8	-8.0	-4.0	9	-1.0	1.1
O=C(Nc1ncc2c(n1)CC(c1ccccc1)CC2=O)c1ccco1 (stereo not given)	0.0	5.7	24	97.9	-6.0	101.4	-4.0	-5.0	14	-5.0	0.8
Cc1ccc(NC(=O)Cn2c(=O)n(Cc3ccco3)c(=O)c3ccccc32)c(C)c1	-1.0	-3.3	14	99.4	-7.0	97.4	-14.0	-6.0	36	-6.0	1.6
Cc1ccccc1C(NC(N)=O)c1ccccc1 (stereo not given)	-2.0	-4.5	16	102.2	-11.0	99.6	-21.0	-4.0	24	-8.0	-0.5
N#CCN1CCC/C1=C\[N+](=O)[O-]	0.0	1.5	14	103.0	-1.0	106.2	-1.0	-1.0	11	-3.0	0.4
Oc1ccc(-c2onc(C(F)(F)F)c2-c2cscn2)c(O)c1	-1.0	-0.6	11	97.8	-2.0	98.9	-3.0	-4.0	24	-4.0	-0.4
CC(=O)N1CCN(Cc2nc3cc(NC(=O)c4ccccc4)ccc3n2C)CC1	-1.0	0.2	29	91.6	1.0	93.6	-1.0	-4.0	8	0.0	0.1
COC(=O)c1ccc(NC(=O)C(C)Oc2ccccc2)cc1 (stereo not given)	3.0	0.2	8	101.6	-7.0	105.4	-12.0	-11.0	54	-3.0	0.1
O=C(C/C=N/OCc1c(Cl)cccc1Cl)c1ccc(Cl)cc1	1.0	-1.5	8	94.7	-2.0	96.0	-3.0	-5.0	29	-1.0	-0.8
O=C(CSc1nc2cccnc2n1Cc1ccccc1)NCc1ccco1	0.0	3.4	9	98.6	-7.0	98.5	-11.0	-8.0	30	-6.0	1.5
CCCC1NC(=S)N(C2CCCCC2)C1=O (stereo not given)	-1.0	-4.2	12	110.7	-7.0	108.8	0.0	-1.0	5	-6.0	-0.2
CC(C)Cc1nc2oc3c(NCC4CCCO4)ncnc3c2c2c1CCC2 (stereo not given)	-1.0	3.0	4	100.6	-4.0	102.8	-2.0	-2.0	5	0.0	0.6
O=C(NNS(=O)(=O)c1ccc(Cl)cc1)c1ccc(S(=O)(=O)N2CCCCC2)cc1	0.0	0.1	13	100.8	-6.0	102.0	0.0	-3.0	5	-5.0	0.6
O=C(COc1ccc2ccc(=O)oc2c1)Nc1ccc2c(c1)OCCO2	1.0	1.1	25	104.3	-1.0	105.0	-4.0	-3.0	17	0.0	0.1
CCN(CC)S(=O)(=O)c1ccc(Cc2ncc(C(F)(F)F)cc2Cl)s1	2.0	1.9	9	100.0	-9.0	100.0	-11.0	-9.0	10	-3.0	0.8

Exported with bars between the fields: entries from further up.
canonical_smiles | Bim-Bcl-W | ABCG2 inh | Avidin bead fluor | RGS7-Gao reg | Bim-Bcl-B | RGS4-Gao reg | Bfl-1 Bim block | Bcl-2 Bim block | GSH bead fluor | Bcl-XL Bim block | ABCB1 block
Oc1ccc(-c2onc(C(F)(F)F)c2-c2cscn2)c(O)c1 | -1.0 | -0.6 | 11 | 97.8 | -2.0 | 98.9 | -3.0 | -4.0 | 24 | -4.0 | -0.4
CCCNC(=O)Cn1c(=O)/c(=C\c2ccc(-c3cccc([N+](=O)[O-])c3)o2)s/c1=C\C(=O)C(C)(C)C | 10.0 | -9.1 | 11 | 98.9 | -2.0 | 98.3 | 8.0 | 3.0 | 9 | 7.0 | -0.5
Cc1ccn2cc(CSc3ccccc3)nc2c1 | 0.0 | 4.9 | 4 | 105.0 | -7.0 | 108.4 | -5.0 | -1.0 | 17 | -5.0 | 1.6

Compound activity: PubChem BioAssay, NMMLSC
